# IDE cell inh: inhibits human insulin-degrading enzyme in HEK cells | P14735 | FAbetaB cleavage, fluorescence polarization | inhibition, % at 5.59 µM | actives 0.41% (n = 320,000) | AID 434962;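 active = percent inhibition above the average of all tested compounds plus 3 SD, set per screening campaign, cut at about 16% in these data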;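 note: IDE supplied by intact live HEK cells; FP after avidin binding of uncleaved biotin substrate so inhibition keeps polarization high; 0% = DMSO wells and 100% = 60 µM reference IDE inhibitor Ii1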
# Target sequence (P14735 whole entry, looked up): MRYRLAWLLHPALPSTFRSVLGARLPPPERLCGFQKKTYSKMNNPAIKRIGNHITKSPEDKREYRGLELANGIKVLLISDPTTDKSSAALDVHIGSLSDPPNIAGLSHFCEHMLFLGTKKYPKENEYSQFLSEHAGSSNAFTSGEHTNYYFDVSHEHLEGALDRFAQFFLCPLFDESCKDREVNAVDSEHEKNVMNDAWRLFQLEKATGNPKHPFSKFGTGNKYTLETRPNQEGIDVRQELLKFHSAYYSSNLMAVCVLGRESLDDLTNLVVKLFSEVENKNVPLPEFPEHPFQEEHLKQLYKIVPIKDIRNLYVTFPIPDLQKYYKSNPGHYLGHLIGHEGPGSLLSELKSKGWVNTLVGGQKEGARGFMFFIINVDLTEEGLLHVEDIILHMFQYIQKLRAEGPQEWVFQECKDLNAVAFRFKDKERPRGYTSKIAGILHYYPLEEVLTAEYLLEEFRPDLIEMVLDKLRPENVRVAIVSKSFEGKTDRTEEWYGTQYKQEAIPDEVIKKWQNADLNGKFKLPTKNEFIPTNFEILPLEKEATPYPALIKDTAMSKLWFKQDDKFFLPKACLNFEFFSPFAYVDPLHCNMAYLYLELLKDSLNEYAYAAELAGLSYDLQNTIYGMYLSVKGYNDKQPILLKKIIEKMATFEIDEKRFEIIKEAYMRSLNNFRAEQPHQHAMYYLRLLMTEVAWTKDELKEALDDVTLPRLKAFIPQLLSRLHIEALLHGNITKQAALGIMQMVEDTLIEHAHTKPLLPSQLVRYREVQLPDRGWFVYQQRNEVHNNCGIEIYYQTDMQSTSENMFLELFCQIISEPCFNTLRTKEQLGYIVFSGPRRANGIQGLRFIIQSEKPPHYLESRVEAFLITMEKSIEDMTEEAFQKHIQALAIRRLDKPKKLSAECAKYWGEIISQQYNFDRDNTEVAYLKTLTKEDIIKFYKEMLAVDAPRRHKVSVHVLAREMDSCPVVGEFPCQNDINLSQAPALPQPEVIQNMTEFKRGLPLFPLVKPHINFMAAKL
# CRFR2-BP antag: antagonists of CRF-binding protein/CRF-R2 receptor complex | inhibition, % at 11.8 µM | actives 0.59% (n = 350,000) | HEK293 CRF-R2/CRF-BP, CRF-induced calcium fluorescence;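 active = inhibition of the ligand-induced calcium signal above about 50% at the single tested concentration, limit read from the data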
# GalR3 antag: human GalR3 antagonism. AID 651719. inhibition, % at 3 µM. HEK293 GalR3-CNG cAMP membrane potential fluorescence; galR3 body fused to GalR1 C-terminus. actives 0.44% (n = 360,000);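 active = inhibition above the screen-wide average plus 3 SD, cut at about 13% in these data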;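 note: forskolin and galanin both at EC90 stimulate the cells; cAMP rise reported by CNG channel membrane potential dye signal; 0% = forskolin plus galanin with DMSO and 100% = forskolin alone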
# UBC9 SUMO inh: SUMOylation inhibition; AID 2006; P63279; inhibition, % at 35 µM; HTRF SUMOylation assay, SAE1/SAE2 + UBC9, in vitro; actives 0.36% (n = 290,000); in the data active = inhibition above about 50%, passing the limit was not always enough; note: strong numbers were not always called active
# VIM-2 inhibitor: inhibitors of Pseudomonas aeruginosa VIM-2 metallo-beta-lactamase; purified VIM-2, nitrocefin hydrolysis, epi-absorbance fluorescence; inhibition, % at 5.6 µM; actives 0.89% (n = 290,000); AID 1527;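 active = inhibition above the mean of all tested compounds plus 3 SD, cutoff set per screening run, cut at about 7.5% in these data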;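 note: red hydrolysis product quenches plate fluorescence so inhibitors raise well fluorescence; 0% = enzyme with DMSO and 100% = DMSO without enzyme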
# HCV NS3 hel inh: HCV NS3 helicase inhibition. NS3 helicase DNA unwinding, Cy5 molecular beacon fluorescence. inhibition, % at 10.9 µM. actives 0.56% (n = 290,000);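 active = inhibition above the mean of all tested compounds plus 3 SD, set per campaign, cut at about 35% in these data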;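 note: 0% = DMSO wells and 100% = thioflavine S control wells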
#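 assay system = NS3 helicase fragment of HCV | buffer or medium = MOPS pH 6.5, MgCl2, DTT, Tween20, BSA | timing = 60 min unwinding reaction at 25 °C after ATP addition | signal = Cy5 beacon fluorescence read at start and 1 h | read-out basis = % inhibition of unwinding | control set = low DMSO, high thioflavine S at 110 µM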
# p-CIP stab down: compounds decreasing mouse p/CIP protein stability; Q05BA5; F442A p/CIP-EGFP cells, EGFP fluorescence, 16 h; decrease of EGFP signal, % at 10 µM; actives 0.01% (n = 290,000); AID 1984;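 active = EGFP signal decrease of at least 30% at 10 µM or well 3 SD below plate mean, unless failing retest; inactive = the rest, including hits failing retest or dose response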; note: some compounds called inactive have numbers as strong as hits; many of its hits are not listed in these tables
# IDE act: activators of human insulin-degrading enzyme in cells. P14735. HEK cells, FAbeta-B cleavage, fluorescence polarization; 0% vehicle, 100% cell-free pure enzyme wells. activation, % at 5.96 µM. actives 0.073% (n = 340,000). AID 493087;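 active = activation above the mean of all tested compounds plus 3 SD, set per screening campaign, cut at about 17% in these data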
# IMP-1 inhibitor: inhibitors of Pseudomonas aeruginosa IMP-1 metallo-beta-lactamase | actives 0.45% (n = 290,000) | purified IMP-1, nitrocefin hydrolysis, epi-absorbance fluorescence | inhibition, % at 5.6 µM | AID 1556;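 active = inhibition above the mean plus 3 SD of all compounds in the same screening run, cut at about 4.5% in these data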;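 note: 0% = IMP-1 with DMSO and 100% = DMSO wells lacking enzyme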
#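 Material – recombinant IMP-1 enzyme, purified · Amount – IMP-1 0.2 nM before substrate addition · Medium – HEPES buffer pH 7.1 with ZnSO4 and Brij 35 · Timing – 25 °C, 15 min preincubation, 25 min reaction · Measured by – plate fluorescence quenching by hydrolysis product, ex 480/em 530 nm · Read-out – percent enzyme inhibition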
# Starred values were filed as active, the others as inactive; nt = no result given.
1. CCCCOc1ccc(C(=O)NNC(=O)C2C3CCC(C3)C2C(=O)O)cc1 (stereo unspecified)
2. Cc1cccc(SC2CCN(Cc3nc(CC4CC4)no3)CC2)c1
3. CN1CCN(S(=O)(=O)c2ccc(NC(=O)Nc3cccc(Cl)c3)cc2)CC1
4. Cc1ccc(-c2ccc(C(=O)O)[nH]2)cc1
5. O=C(NCCc1csc(-c2cccnc2)n1)c1ccc(Br)o1
6. O=C(OCC(=O)N1CCCC1)c1c[nH]c2ccccc12
7. CC(=O)Nc1c2c(nn1-c1ccc(C)cc1C)CS(=O)C2 (stereo unspecified)
8. O=C(CCCSc1nc2ccccc2[nH]1)NCc1ccccc1Cl
9. COc1cc(/C=C/C(=O)OCC(=O)NCCN2C(=O)CSC2=O)ccc1OC(F)F
10. CCOc1ccc(N(CCCCO)C(=S)NC(=O)c2ccc(C)c(Br)c2)cc1

screen / no.	1	2	3	4	5	6	7	8	9	10
IDE cell inh	-5	6	0	1	2	-2	1	-1	1	1
CRFR2-BP antag	-8	18	-9	14	12	-3	-3	17	4	-11
GalR3 antag	6	-2	0	2	nt	-5	-7	2	-3	0
UBC9 SUMO inh	15	-1	2	-6	-8	nt	7	14	-1	14
VIM-2 inhibitor	-2.8	0.1	-1.9	3.2	1.0	nt	-2.7	-1.9	-1.9	-7.6
HCV NS3 hel inh	-2	-10	-65	22	-7	nt	8	-7	13	16
p-CIP stab down	0	-11	-4	4	10	nt	14	-15	6	-8
IDE act	1	1	6	7	-6	4	8	3	2	3
IMP-1 inhibitor	-3.5	-0.8	-5.2	1.2	-1.9	nt	-4.0	-3.7	-1.8	-4.3

# 2 of these compounds in another layout.
[1] CCCCOc1ccc(C(=O)NNC(=O)C2C3CCC(C3)C2C(=O)O)cc1 (stereo unspecified)
  IDE cell inh: -5
  CRFR2-BP antag: -8
  GalR3 antag: 6
  UBC9 SUMO inh: 15
  VIM-2 inhibitor: -2.8
  HCV NS3 hel inh: -2
  p-CIP stab down: 0
  IDE act: 1
  IMP-1 inhibitor: -3.5

[3] CN1CCN(S(=O)(=O)c2ccc(NC(=O)Nc3cccc(Cl)c3)cc2)CC1
  IDE cell inh: 0
  CRFR2-BP antag: -9
  GalR3 antag: 0
  UBC9 SUMO inh: 2
  VIM-2 inhibitor: -1.9
  HCV NS3 hel inh: -65
  p-CIP stab down: -4
  IDE act: 6
  IMP-1 inhibitor: -5.2

# Additional compounds.
11. OC(COc1ccccc1)CN1CCN(CC(O)COc2ccccc2)CC1 (stereo unspecified)
12. O=S(=O)(NCCC1CC1(Cl)Cl)c1ccccc1 (stereo unspecified)
13. CCCn1nnc(NC(=O)C(c2ccccc2)c2ccccc2)n1
14. N=c1sccn1CC(=O)Nc1cc(Cl)ccc1[N+](=O)[O-]
15. CC(C(=O)Nc1cccc(S(=O)(=O)N2CCOCC2)c1)N1CCN(C)CC1 (stereo unspecified)
16. Cc1ccc(S(=O)(=O)N2[C@@H](c3ccc(Br)cc3)C(C(=O)O)=CC[C@H]2c2ccc(C(C)C)cc2)cc1
17. CCSc1nccc(-c2nn(-c3ccc(C)cc3)ccc2=O)n1
18. Cc1ccccc1N=C1N=C(N)c2ccccc21
19. Cc1cc(C)cc(NC(=O)CSc2nc(CSc3ccc(Cl)cc3)cc(=O)[nH]2)c1
20. O=C(c1ccncc1)c1ccc(N2CCN(C3CC(=O)N(Cc4cccs4)C3=O)CC2)cc1 (stereo unspecified)

screen / no.	11	12	13	14	15	16	17	18	19	20
IDE cell inh	3	1	3	2	-5	-2	1	8	-2	-3
CRFR2-BP antag	10	5	-19	12	-14	41	1	-1	12	5
GalR3 antag	-6	-4	1	-2	4	-4	-1	0	-6	-6
UBC9 SUMO inh	4	10	15	-3	20	nt	20	4	22	12
VIM-2 inhibitor	-3.4	-1.8	-2.6	-1.2	-3.6	nt	28*	-1.1	-0.6	-2.8
HCV NS3 hel inh	5	-6	4	2	0	nt	10	10	3	-6
p-CIP stab down	-10	-7	-13	17	-25	nt	5	-6	-1	-1
IDE act	3	2	2	6	6	6	4	3	6	-3
IMP-1 inhibitor	-3.5	-2.6	-3.3	-3.9	-1.4	nt	0.2	-2.1	-1.1	-3.8

21. COc1cc(C(=O)O[C@H]2C/C(C)=C/CC[C@@]3(C)O[C@@H]3[C@H](O)[C@@H]2C(C)C)cc(OC)c1OC
22. O=C(CCC(=O)NC1CCCCCCC1)Nc1nnc(C(F)(F)F)s1
23. Cc1cc(NCc2ccncc2)ccc1Br
24. Cc1ccc(C(=O)N2c3ccc(F)cc3CCC2C)o1 (stereo unspecified)
25. COCCn1c(SCC(=O)Nc2cc(C)on2)nc2c(c1=O)SC(C)C2 (stereo unspecified)
26. CCC(C(=O)NCc1ccc(F)cc1)N(Cc1ccco1)C(=O)c1snc(C(N)=O)c1N (stereo unspecified)
27. CC(C)OC(=O)CSc1nc2cc3c(cc2cc1C#N)OCO3
28. CC(C)C(=O)NC(c1ccc(Cl)cc1Cl)c1ccc2cccnc2c1O (stereo unspecified)
29. COc1ccccc1C(=O)N1C(CC(=O)Nc2cc(Cl)ccc2C)C(=O)NC2CCCCC21 (stereo unspecified)
30. C=CCn1c(=S)[nH]c2ccccc2c1=O

screen / no.	21	22	23	24	25	26	27	28	29	30
IDE cell inh	-1	6	3	-1	-3	3	10	11	-5	2
CRFR2-BP antag	-38	-14	14	-9	-2	10	-9	18	-15	-9
GalR3 antag	0	-6	0	-6	-6	-1	-3	-11	-4	-5
UBC9 SUMO inh	-11	-6	2	7	27	-10	3	77*	1	4
VIM-2 inhibitor	-0.6	1.4	0.8	-2.0	-1.0	-1.8	-1.3	0.9	2.4	-0.3
HCV NS3 hel inh	-20	-7	-5	-3	-6	5	2	17	-1	-6
p-CIP stab down	-9	7	-2	-5	-11	-1	2	4	-13	-13
IDE act	3	4	0	-3	-1	2	3	-14	0	2
IMP-1 inhibitor	-2.0	-2.8	-2.2	-0.2	-0.6	-4.5	-3.3	-7.0	0.0	-3.7

31. O=S(=O)(NCC1CCCO1)c1ccc2ccccc2c1 (stereo unspecified)
32. Cc1ccccc1/C=C1\OC(=O)c2ccccc21
33. O=C(/C=C/c1ccccc1[N+](=O)[O-])NCCCn1ccnc1
34. O=C(CCCN1C(=O)/C(=C\c2ccco2)SC1=S)Nc1ccc2ccccc2c1
35. CCC(C)n1c(NC(=O)c2ccccc2)c(C#N)c2nc3ccccc3nc21 (stereo unspecified)
36. Cc1ccc(S(=O)(=O)NNC(=O)c2cc(C)cs2)cc1
37. CCC(=O)N1CC2(CC(c3cccc(NC(=O)CC(c4ccccc4)c4ccccc4)c3)=NO2)C[C@H]1C(N)=O (stereo partly specified)
38. CC(NC(=O)CSc1ncccn1)c1ccccc1 (stereo unspecified)
39. CC(=O)Nc1ccc(NC(=O)C2CCCN(S(=O)(=O)c3ccc(Cl)cc3)C2)cc1 (stereo unspecified)
40. CC(C)(C)OC(=O)N1CCC(Cc2cc(-c3cccnc3)no2)(C(=O)O)CC1

screen / no.	31	32	33	34	35	36	37	38	39	40
IDE cell inh	-6	3	4	1	2	-2	-3	-1	1	-4
CRFR2-BP antag	9	-10	-4	-29	-28	14	-7	23	-4	-4
GalR3 antag	-4	-5	1	-2	0	4	-1	-5	-8	-7
UBC9 SUMO inh	20	-2	-12	22	nt	7	-11	20	-2	nt
VIM-2 inhibitor	-4.0	-2.5	-1.1	-0.9	-4.7	-1.3	nt	0.9	-5.3	nt
HCV NS3 hel inh	-14	-2	5	21	27	-5	nt	2	1	nt
p-CIP stab down	-6	-3	12	0	-12	-7	3	-7	-2	nt
IDE act	3	2	-3	-8	-4	2	-5	1	0	-4
IMP-1 inhibitor	-3.5	-2.9	-1.6	1.5	-2.8	-1.5	nt	1.4	-0.1	nt

# Seven compounds drawn at random from the list so far, as already listed:
37. CCC(=O)N1CC2(CC(c3cccc(NC(=O)CC(c4ccccc4)c4ccccc4)c3)=NO2)C[C@H]1C(N)=O (stereo partly specified)
35. CCC(C)n1c(NC(=O)c2ccccc2)c(C#N)c2nc3ccccc3nc21 (stereo unspecified)
36. Cc1ccc(S(=O)(=O)NNC(=O)c2cc(C)cs2)cc1
39. CC(=O)Nc1ccc(NC(=O)C2CCCN(S(=O)(=O)c3ccc(Cl)cc3)C2)cc1 (stereo unspecified)
40. CC(C)(C)OC(=O)N1CCC(Cc2cc(-c3cccnc3)no2)(C(=O)O)CC1
31. O=S(=O)(NCC1CCCO1)c1ccc2ccccc2c1 (stereo unspecified)
34. O=C(CCCN1C(=O)/C(=C\c2ccco2)SC1=S)Nc1ccc2ccccc2c1

screen / no.	37	35	36	39	40	31	34
IDE cell inh	-3	2	-2	1	-4	-6	1
CRFR2-BP antag	-7	-28	14	-4	-4	9	-29
GalR3 antag	-1	0	4	-8	-7	-4	-2
UBC9 SUMO inh	-11	nt	7	-2	nt	20	22
VIM-2 inhibitor	nt	-4.7	-1.3	-5.3	nt	-4.0	-0.9
HCV NS3 hel inh	nt	27	-5	1	nt	-14	21
p-CIP stab down	3	-12	-7	-2	nt	-6	0
IDE act	-5	-4	2	0	-4	3	-8
IMP-1 inhibitor	nt	-2.8	-1.5	-0.1	nt	-3.5	1.5

# (further entries)
41. CN1C(=O)CC(N2CCN(CC(=O)N3CCCC3)CC2)C1=O (stereo unspecified)
42. CNC(C)C#Cc1ccc2oc3cccc(OC)c3c(=O)c2c1 (stereo unspecified)
43. COc1cc(/C=N\NC(=O)c2ccc(-c3ccccc3)cc2)ccc1OCC(N)=O
44. O=C(NCc1cccnc1)c1cc2nc(-c3ccc4c(c3)OCO4)cc(C(F)(F)F)n2n1
45. O=C(CSc1nnc(CNC(=O)c2cccs2)o1)Nc1ccc(F)cc1F
46. Cc1c(CCC(=O)O)c(=O)oc2cc(OCc3cccc(Cl)c3)ccc12
47. C[C@H](NC(=O)c1nc[nH]c1C(=O)NC1CCN(C(=O)OC(C)(C)C)CC1)C(=O)OC(C)(C)C
48. CCOC(=O)C1CCN(S(=O)(=O)c2ccc3c4c(cccc24)C(=O)N3)CC1
49. COc1ccccc1NC(=S)N1CCC(C(=O)c2ccc(F)cc2)CC1

screen / no.	41	42	43	44	45	46	47	48	49
IDE cell inh	-2	-1	nt	-1	1	-1	3	4	4
CRFR2-BP antag	0	6	0	-9	-2	8	6	1	14
GalR3 antag	-2	-11	2	-7	-8	-8	-4	nt	-4
UBC9 SUMO inh	3	24	9	30	8	17	-7	37	9
VIM-2 inhibitor	-2.2	8.3*	0.3	-1.2	-2.3	-1.2	-1.5	-1.4	-0.2
HCV NS3 hel inh	0	-12	-15	1	27	25	-4	5	-13
p-CIP stab down	-1	2	4	-9	-10	7	-13	-12	7
IDE act	3	5	9	3	-2	1	6	2	3
IMP-1 inhibitor	-5.8	0.7	-1.1	-1.7	-0.6	-1.4	-1.8	-3.6	-2.0

# Assay outcomes: PubChem BioAssay, several laboratories
